From PubChem BioAssay
ER stress rescue: rescue of cells from ER stress-induced death, primary screen, 384-well, CSM14.1, thapsigargin, ATP luminescence (AID 1222) | CSM14.1 thapsigargin-induced death rescue, ATP luminescence; higher % means a stronger effect | cellular ATP content (survival), % at 20 µM, or EC50 in µM where a hit was titrated | 190,000 tested, under 10 active;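 active means EC50 below 50 µM in the dose-response confirmation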;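 further: death triggered by thapsigargin at about 15 µM added after 2 h compound pretreatment; cell ATP read after overnight thapsigargin exposure of roughly 18 to 22 hours; normalized against plate controls of thapsigargin alone and 5% DMSO vehicle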
MT stabilizer: microtubule stabilization, imaging screen; 200,000 compounds, 0.83% hits; HeLa tubulin immunostaining HCS, 24 h; share of cells brighter than vehicle mean+2SD; % tubulin-high responders, % at 10 µM;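 active means plate Z-score above 3 for both tubulin-high and condensed-nucleus cell shares, with cell loss under 80%, at 10 µM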;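 further: anti alpha tubulin signal scored within the nucleus-defined area of each cell; some results filed as inactive read as strong as hits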
UTI89 phage lysis: inhibition of K1F phage lysis, E. coli UTI89, bacterial capsule biogenesis inhibitors, alamar blue (AID 488966); E. coli UTI89 K1F phage lysis, alamar blue, 2 h; higher % means a stronger effect; 340,000 compounds, 0.02% hits; inhibition, % at 100 µM, or IC50 in µM where a hit was titrated;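 active means phage lysis inhibition, versus mean bacterial control, above a set limit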;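 further: capsule biogenesis inhibitors block K1F phage lysis so surviving cells raise fluorescence; higher fluorescence means more inhibition of phage lysis; actives were called in the ten point dose series up to 300 µM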
P. falciparum M17LAP: P. falciparum M17LAP inhibitors, primary screen, biochemical, fluorogenic H-Leu-NHMec substrate, 1536-well (AID 1619). recombinant M17LAP, H-Leu-NHMec fluorogenic kinetic assay; higher % means a stronger effect. inhibition, % at 30 µM; hits with a dose series show IC50 in µM. 220,000 compounds, 0.38% hits;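 active means compound inhibiting the enzyme by more than half at any dose during confirmatory dose-response retesting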;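 further: plate controls were full reaction with DMSO carrier for no effect and no enzyme background for full effect; strong numbers were not always called active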
bCat nuc transl: modulators of beta-catenin nuclear translocation; HeLa beta-catenin nuclear translocation, immunofluorescence imaging; nuclear translocation activity, % at 5 µM; 190,000 compounds, 0.3% hits;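 active means nuclear translocation activity above 50% at 5 µM, with a well cell count of 50 or more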;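 further: per-cell ratio of nuclear to cytoplasmic median beta-catenin stain intensity; plate controls were DMSO negative control for no effect and GSK-3 inhibitor IX positive control for full effect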
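test system = HeLa cells, endogenous beta-catenin | dosing = single 5 µM dose plus 0.02–20 µM confirmation series | times = compound treatment 24 h, 37°C, 5% CO2 | technique = beta-catenin immunofluorescence imaging with DAPI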
P. falciparum M1AAP: P. falciparum M1AAP inhibitors, biochemical, fluorogenic H-Leu-NHMec substrate, 1536-well (AID 1445) | recombinant M1AAP, H-Leu-NHMec fluorogenic kinetic assay; higher % means a stronger effect | 220,000 compounds, 0.42% hits | one-dose inhibition, % at 30 µM; IC50 in µM for titrated hits;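 active means primary inhibition above the hit cutoff, then over 50% inhibition at one or more dose response concentrations, cut at about 23% in these data, passing the limit was not always enough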;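 further: plate controls were DMSO full reaction for no effect and no enzyme background for full effect; strong numbers were not always called active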
Insulin prom up: MIN6 insulin promoter up-regulation; MIN6 insulin promoter-GFP reporter, high-content imaging; stronger effect = higher value; z-score at 5 µM; 190,000 compounds, 0.3% hits;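 active means z-score above 3 at 5 µM with at least 500 cells counted in the well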
Dynein cargo inh: blocks dynein driven cargo transport along microtubules; 3617.4 mouse cells, GR-EGFP nuclear translocation imaging; test concentration mostly 20 µM; stimulated with dexamethasone, 1 µM; stronger effect = lower value; z-score, hits read low; 220,000 compounds, 0.47% hits; AID 1381;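 active means plate z-score of nuclear minus cytoplasmic receptor signal below a set negative limit, without overly bright fluorescence or cell loss, cut at about -3.5 in these data, passing the limit was not always enough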;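 further: z-score of nuclear minus cytoplasmic ring GR-EGFP intensity difference per well; some compounds called inactive have numbers as strong as hits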
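Schedule: 48 h induction, then 1 h compound, then 30 min agonist, 37 °C. Buffer or medium: tetracycline-free induction medium containing charcoal-stripped FBS. Reagent: 1.0 µM final dexamethasone stimulus. Evaluation: nuclear versus cytoplasmic GR-EGFP signal, averaged per well. Signal: high-content fluorescence imaging after fixation.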
Autophagy mod: alters autophagy in cells | calls only at 10 µM (by protocol) | MEF GFP-LC3 puncta imaging; test concentration mostly 10 µM | 190,000 compounds, 0.98% hits;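 active means percentage of spot-positive cells more than 3 SD above its plate mean, without a fluorescence outlier flag or 80% toxicity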;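 further: spot-positive cell cutoff set from DMSO-treated cells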
Dynein cargo inh cytoplasmic EGFP: second read-out of Dynein cargo inh, no call of its own (marks repeat the call); z-score; measured here: cytoplasmic GR-EGFP intensity; stronger effect = higher value
Dynein cargo inh nuclear GR-EGFP: recorded beside Dynein cargo inh, whose call it bears; z-score; measured here: nuclear GR-EGFP intensity;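 lower value marks the stronger effect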
Dynein cargo inh cell count: recorded beside Dynein cargo inh, whose call it bears; z-score; measured here: cell count per field
Insulin prom up cell count: further read-out of Insulin prom up, marked with its call; cell count; measured here: cytotoxicity, nuclei count;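 total cells summed across four imaged fields per well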
bCat nuc transl cell count 5 µM: recorded beside bCat nuc transl, whose call it bears; cell count; measured here: cell count, cytotoxicity flag
MT stabilizer Hoechst-high %: further read-out of MT stabilizer, marked with its call; % Hoechst-high responders; measured here: nuclear condensation Hoechst responders;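 share of cells brighter than vehicle mean plus two SD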
MT stabilizer cytotoxicity %: recorded beside MT stabilizer, whose call it bears; toxicity, %; measured here: cytotoxicity by cell density;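 0% = mean cell density of plate MIN control wells and 100% = no cells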
Autophagy mod cell loss 18 h: recorded beside Autophagy mod, whose call it bears; toxicity, %; measured here: cell loss, nuclei count;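 cell loss after 18 h compound exposure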
Numbers without * were called inactive; i = inactive; nt = no result given; & = joins results of further samples; [ ] = remark or other dose.

SMILES | ER stress rescue | MT stabilizer | MT stabilizer Hoechst-high % | MT stabilizer cytotoxicity % | UTI89 phage lysis | P. falciparum M17LAP | bCat nuc transl | bCat nuc transl cell count 5 µM | P. falciparum M1AAP | Insulin prom up | Insulin prom up cell count | Dynein cargo inh | Dynein cargo inh cytoplasmic EGFP | Dynein cargo inh nuclear GR-EGFP | Dynein cargo inh cell count | Autophagy mod | Autophagy mod cell loss 18 h
CCc1ccc(N=C2N=C(N)c3ccccc32)cc1 | -2.9% | 1.4 | 1.3 | 7.3 | 1.5%[50 µM] | -3% | nt | nt | 0% | -1.4 | 924 | -0.87 | 0.12 | -0.57 | 0.91 | i | 2
O=C(O)CCNc1cc2ccccc2cc1C(=O)O | 8.6% | 3.3 | 2.5 | 12 | 4.1% | -1% | -4.5 | 858 | 7% | 0.42 | 1353 | 0.3 | -0.095 | 0.99 | -0.87 | i | -1
COc1ccc(NC(=O)CCN2CCCCCC2)c(OC)c1 | -3.2% | 1.3 | 1.4 | 5.9 | 0.3% | -9% | -4.3 | 905 | -2% | -0.75 | 1149 | -0.5 | -0.19 | -0.25 | 0.71 | i | 47
CCCCN(CCCC)C(=O)c1ccccc1NC(=O)CN1C(=O)c2ccccc2C1=O | 1.9% | 1.7 | 1.7 | 12 | 0.0% | -3% | -5.8 | 1004 | 5% | 0.39 | 688 | -0.02 | -0.33 | -0.041 | 0.27 | i | -3
Cc1cccc(CN(C)CCc2ccccn2)c1 | -0.3% | 2.3 | 2.0 | 8.8 | 0.2% | -3% | -1.1 | 1351 | 1% | 0.48 | 1675 | 0.74 | -0.19 | 0.33 | -0.058 | i | 5
O=C(COC(=O)c1cncc(Br)c1)Nc1ccc2c(c1)OCO2 | 1.8% | 4.7 | 1.8 | 8.2 | 0.5% | 13% | -2.1 | 1108 | 5% | -0.22 | 1338 | 1.4 | -0.11 | 0.8 | -0.51 | i | 10
CCN(CC)S(=O)(=O)c1ccc(NC2c3ccccc3C(=O)N2Cc2ccco2)cc1 (stereo unspecified) | 0.9% | 3.4 | 2.9 | 6.3 | -1.6% | 8% | 0.4 | 1140 | 15% | -0.49 | 874 | -0.73 | -0.15 | -0.4 | 0.047 | i | 3
COc1cc2c(C(=O)N3CCCc4ccccc43)cn(C)c(=O)c2cc1OC | -1.4% | 2.5 | 2.1 | 2.1 | 0.0% | 4% | nt | nt | 7% | 0.75 | 1220 | 0.55 | -0.22 | 0.92 | -0.17 | i | 14
COC(=O)c1ccccc1NC(=O)N1CCN(C(=O)c2ccco2)CC1 | nt | 3.9 | 2.2 | 5.0 | 0.2% | 6% | -0.4 | 973 | 1% | -0.55 | 1255 | -0.81 | -0.21 | 0.13 | 0.55 | i | 18
COc1ccccc1Nc1nc(N)nc(CSCCO)n1 | nt | 1.5 | 0.6 | 24 | 1.1% | 14% | nt | nt | -1% | -0.2 | 1321 | -0.55 | -0.27 | -0.17 | 0.55 | i | -1
N#CCC(=O)Nc1ccc(C(=O)Nc2cccc(S(N)(=O)=O)c2)cc1 | nt | nt | nt | nt | 3.5% | 13% | -4.0 | 1161 | 1% | -0.13 | 1500 | -0.89 | -0.17 | -0.48 | 0.69 | nt | nt
O=C(Nc1cccc(S(=O)(=O)NC2=NCCC2)c1)c1cc(-c2ccccn2)nc2ccccc12 | nt | nt | nt | nt | -0.2% | 5% | -0.6 | 1065 | -3% | 0.76 | 1421 | 0.09 | 0.95 | 0.032 | 0.22 | nt | nt

3 entries already listed, ordered by their value in Dynein cargo inh nuclear GR-EGFP, ascending:
| canonical_smiles | Dynein cargo inh nuclear GR-EGFP |
| --- | --- |
| COc1ccc(NC(=O)CCN2CCCCCC2)c(OC)c1 | -0.25 |
| O=C(Nc1cccc(S(=O)(=O)NC2=NCCC2)c1)c1cc(-c2ccccn2)nc2ccccc12 | 0.032 |
| COc1cc2c(C(=O)N3CCCc4ccccc43)cn(C)c(=O)c2cc1OC | 0.92 |

(cont.)
SMILES | ER stress rescue | MT stabilizer | MT stabilizer Hoechst-high % | MT stabilizer cytotoxicity % | UTI89 phage lysis | P. falciparum M17LAP | bCat nuc transl | bCat nuc transl cell count 5 µM | P. falciparum M1AAP | Insulin prom up | Insulin prom up cell count | Dynein cargo inh | Dynein cargo inh cytoplasmic EGFP | Dynein cargo inh nuclear GR-EGFP | Dynein cargo inh cell count | Autophagy mod | Autophagy mod cell loss 18 h
CCOC(=O)N1CCN(C(=O)COc2ccccc2[N+](=O)[O-])CC1 | -1.7% | 2.1 | 2.5 | 5.9 | -3.7% | 3% | -3.7 | 1072 | 1% | 0.25 | 1620 | 1.1 | -0.17 | 0.57 | -0.8 | i | 0
CCOC(=O)C(C(=O)OCC)C(C#N)c1ccccc1 (stereo unspecified) | -2.9% | 3.0 | 2.0 | 6.2 | -0.3% | -3% | -4.1 | 1120 | 3% | nt | nt | 0.71 | -0.17 | 0.23 | -0.5 | i | 1
O=C(CCCN1C(=O)c2ccccc2C1=O)Nc1c2c(nc3c1CCC3)CCC2 | 1.0% | 2.6 | 3.0 | 2.1 | 0.2% | -3% | nt | nt | -1% | nt | nt | 0.38 | -0.21 | 0.5 | -0.11 | i | 3
CCN(CC)CCNC(=O)CCn1c(=S)[nH]c2cc3c(cc2c1=O)OCO3 | -1.8% | 3.4 | 1.8 | 6.0 | -0.1% | 17% | 0.1 | 1016 | 0% | 0.11 | 1681 | -0.71 | -0.0099 | 0.13 | -1.2 | i | -9
CCN1CCN(CC(O)COc2ccc(C)c(C)c2)CC1 (stereo unspecified) | -0.5% | 2.8 | 1.8 | 9.5 | 2.8%&1.3% | 2% | 1.6 | 1142 | 12% | -0.53 | 1033 | 0.51 | -0.25 | 0.69 | 1.1 | i | 8
CC(=O)Nc1ccccc1/C=C/c1ccc2c(C)ccc(O)c2n1 | 0.1% | 2.9 | 2.6 | 4.9 | -9.2% | -12% | -2.1 | 976 | 4% | nt | nt | -0.11 | -0.29 | -0.32 | -0.59 | i | -32
O=C(C(c1ccccc1)c1ccccc1)N1CCN(Cc2ccncc2)CC1 | 0.1% | 4.0 | 2.9 | 8.1 | 1.8% | 5% | -0.5 | 1175 | -7% | -0.34 | 935 | -0.34 | -0.17 | 0.11 | 0.11 | i | 5
N/C(=N\OC(=O)c1ccco1)c1cccc([N+](=O)[O-])c1 | -3.3% | 1.4 | 1.5 | 4.3 | -2.6% | nt | -1.6 | 945 | nt | 0.37 | 1478 | -0.91 | -0.19 | -0.032 | 0.4 | i | 2
CS(=O)(=O)Nc1ccc(C2=NN(C(=O)c3ccco3)C(c3ccccc3F)C2)cc1 (stereo unspecified) | -1.0% | 3.2 | 3.1 | 5.9 | 0.1% | 2% | -1.4 | 1116 | 6% | nt | nt | 0.25 | -0.19 | 0.027 | 1.2 | i | -1
O=C(/C=C/c1ccc[nH]1)c1ccc(F)cc1 | 0.3% | 2.2 | 2.9 | 9.3 | -0.2% | 7% | 0.7 | 1450 | 11% | nt | nt | -0.18 | -0.19 | -0.32 | 0.88 | i | 4
N#C/C(=C/c1cn(CC(=O)O)c2ccccc12)c1ccc(F)cc1 | 0.0% | 3.0 | 2.8 | 2.2 | 3.0% | 21µM* | -2.4 | 558 | 12% | 0.03 | 1387 | -0.65 | -0.23 | -0.13 | 0.51 | i | 6
CC/C(=N\NC(=O)c1cccnc1)c1ccc2c(c1)OCCO2 | -0.9% | 3.5 | 1.5 | 8.2 | 0.8% | -4% | -1.6 | 1054 | 7% | -0.92 | 1281 | -0.49 | -0.28 | -0.29 | 0.89 | i | 5
O=C(/C=C/c1ccccc1)NNC(=O)c1cccnc1 | -0.7% | 3.4 | 2.2 | 7.2 | 1.0% | 5% | 0.8 | 1315 | 12% | -0.54 | 1529 | -0.19 | -0.18 | -0.36 | 1.8 | i | -17
CCn1c(Cc2ccccc2)nnc1SCC(=O)Nc1nnc(-c2ccccc2)s1 | -2.9% | 2.7 | 1.9 | 6.7 | 1.8% | 6% | -0.6 | 1022 | -2% | -0.34 | 1232 | 0.19 | -0.23 | -0.11 | -0.97 | i | -2
Brc1ccc2ncnc(Nc3ccc(N4CCOCC4)cc3)c2c1 | -3.2% | 2.6 | 1.2 | 2.1 | 0.1% | -2% | -0.2 | 1219 | 8% | -0.62 | 1055 | -0.71 | -0.27 | -0.17 | 0.47 | i | 5
COc1cccc(CN2CCNC(=O)C2CC(=O)N2CCOc3ccccc3C2)c1OC (stereo unspecified) | 0.1% | 2.8 | 2.4 | 3.7 | nt | -3% | -0.4 | 1544 | 3% | -0.04 | 1675 | -0.37 | -0.27 | -0.078 | 0.95 | i | 23
O=C(OCn1ncc(Cl)c(Cl)c1=O)c1ccc(F)cc1 | -10% | 2.0 | 2.3 | 6.2 | nt | 3% | nt | nt | -4% | nt | nt | -2.9 | 0.85 | -1.8 | 0.073 | i | 15
CC(=O)c1cc2c(cc1NC(=O)CCNC(=O)c1ccccc1Cl)OCO2 | -1.2% | 2.1 | 2.7 | 6.8 | 0.8% | 15% | -1.8 | 1389 | -3% | 0.86 | 1285 | -0.2 | -0.29 | 0.057 | -0.0076 | i | 1
Cc1nn(Cc2cccc(C(=O)N3N=C(C(F)F)CC3(O)C(F)F)c2)c(C)c1[N+](=O)[O-] (stereo unspecified) | 3.0% | 1.8 | 1.8 | 8.7 | -10% | 2% | nt | nt | 2% | -2.6 | 817 | 0.31 | -0.29 | 0.44 | 0.66 | i | -4
